mIDH1 inhibitor – human IDH1 R132H inhibition. O75874. IDH1-R132H enzyme, NADPH consumption, diaphorase/resazurin fluorescence. Potency, µM (series often up to 76.6 µM), for the others: at the highest dose activity change, negative = inhibition, usual class: inhibitors. 390,000 tested, 0.093% active. AID 602179; note: potency is the fitted concentration of half-maximal effect; % is set by controls: 0 for no effect and ±100 for the full control effect; nearly all actives have a fitted effect of over 65% in size
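IDH1-R132H (0.5 ug/mL) preincubated 30 min with compound, then NADPH (0.016 mM) and alpha-KG (2 mM) added; 80 min at RT, pH 7.5. Remaining NADPH coupled via diaphorase/resazurin to fluorescence (540/590 nm); concentration-response curves normalized to no-enzyme control.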
TRHR ag – activates the human TRH receptor; P34981; TRHR cells, calcium flux fluo-8, FDSS agonist mode; activation, % at 2 µM; 360,000 tested, 0.18% active; in the data active = activation above about 30%; note: 0% is about no effect
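Steps: seed TRHR cells overnight; add fluo-8 no-wash Ca dye, RT 30 min–1.5 h; record 10 s baseline; pin-transfer compounds; monitor fluorescence 1 cycle/s for the agonist window. Calcium increases flag candidate agonists.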
D2 ag – activates the human D2 dopamine receptor | P14416 | HEK293 T-REx D2 cells, calcium flux agonist mode | activation, % at 2 µM | 340,000 tested, 0.53% active | AID 485358;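 active = activation over 3 SD above normal in the single-dose calcium agonist read, cut at about 30% in these data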; note: 0% is about no effect
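Agonism scored from kinetic calcium signal (1 read/sec, 180 s) following compound pin transfer, after a 10 s baseline. Cells: HEK293 Trex line expressing inducible D2 receptor coupled to calcium, dye-loaded after overnight culture at 30 C.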
D2 antagonist – D2 dopamine receptor (human) antagonism; HEK293 TREx D2 cells, calcium flux, dopamine EC80; 340,000 tested, 2% active; inhibition, % at 10 µM; AID 485344; in the data active = inhibition above about 30%; note: 0% is about no effect
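Overnight-induced (tetracycline, 30 C) HEK293 T-REx cells carrying force-coupled D2 receive a no-wash calcium dye, then compound, then EC80 dopamine at 180 s; signals are read kinetically throughout.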
TrxR1 inh – inhibitors of rat thioredoxin reductase 1; O89049; recombinant rTrxR1, NADPH fluorescence consumption, selenite substrate; Potency, µM (highest dose often 114 µM), for the others: top-dose activity change, negative = inhibition, actives largely listed as inhibitors; 390,000 tested, 1% active; AID 588453; note: potency is the fitted concentration of half-maximal effect; % is set by controls: 0 for no effect and ±100 for the full control effect; nearly all actives have a fitted effect of over 65% in size
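Rat TrxR1 (90 nM in the dispensed reagent) was pre-reduced with 400 uM NADPH for 5 min at room temperature, then incubated with compound for 15 min. After 400 uM selenite was added, NADPH fluorescence (Ex 340/Em 450 nm) was followed for 8 min.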
Pin1 inh – human Pin1 inhibition. Q13526. Pin1 FP peptide displacement, HiFluor488, 10 min. Potency, µM (highest dose often 115 µM), without a hit: at the top dose activity, negative = inhibition, most hits filed as inhibitors. 390,000 tested, 0.009% active; active = well fitted inhibition curve with a large enough effect in the polarisation, with a control signal flat, not every such curve was filed as active; inconclusive = small, poorly fitted or top-dose-only effect, or effect the other way, or a change in a side signal; inactive = no such curve, though single readings can be large or run the other way; the % refers to the polarisation; note: potency is the fitted concentration of half-maximal effect; % is set by controls: 0 for no effect and ±100 for the full control effect
Target sequence (Q13526 whole entry, looked up): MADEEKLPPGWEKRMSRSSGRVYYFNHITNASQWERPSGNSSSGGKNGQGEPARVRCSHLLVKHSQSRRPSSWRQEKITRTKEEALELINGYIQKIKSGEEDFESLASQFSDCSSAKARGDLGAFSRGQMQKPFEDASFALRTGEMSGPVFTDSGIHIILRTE
USP1 inh – blocks the human USP1/UAF1 deubiquitinase complex; O94782; recombinant USP1/UAF1, Ub-Rhodamine cleavage fluorescence; Potency, µM (highest dose often 57.1 µM), for inactives: top-dose activity change, negative = inhibition, most hits filed as inhibitors; 390,000 tested, 0.23% active; note: potency is the fitted concentration of half-maximal effect; % is set by controls: 0 for no effect and ±100 for the full control effect; nearly all actives have a fitted effect of over 60% in size; inactives centre near -12
Target sequence (O94782 whole entry, looked up): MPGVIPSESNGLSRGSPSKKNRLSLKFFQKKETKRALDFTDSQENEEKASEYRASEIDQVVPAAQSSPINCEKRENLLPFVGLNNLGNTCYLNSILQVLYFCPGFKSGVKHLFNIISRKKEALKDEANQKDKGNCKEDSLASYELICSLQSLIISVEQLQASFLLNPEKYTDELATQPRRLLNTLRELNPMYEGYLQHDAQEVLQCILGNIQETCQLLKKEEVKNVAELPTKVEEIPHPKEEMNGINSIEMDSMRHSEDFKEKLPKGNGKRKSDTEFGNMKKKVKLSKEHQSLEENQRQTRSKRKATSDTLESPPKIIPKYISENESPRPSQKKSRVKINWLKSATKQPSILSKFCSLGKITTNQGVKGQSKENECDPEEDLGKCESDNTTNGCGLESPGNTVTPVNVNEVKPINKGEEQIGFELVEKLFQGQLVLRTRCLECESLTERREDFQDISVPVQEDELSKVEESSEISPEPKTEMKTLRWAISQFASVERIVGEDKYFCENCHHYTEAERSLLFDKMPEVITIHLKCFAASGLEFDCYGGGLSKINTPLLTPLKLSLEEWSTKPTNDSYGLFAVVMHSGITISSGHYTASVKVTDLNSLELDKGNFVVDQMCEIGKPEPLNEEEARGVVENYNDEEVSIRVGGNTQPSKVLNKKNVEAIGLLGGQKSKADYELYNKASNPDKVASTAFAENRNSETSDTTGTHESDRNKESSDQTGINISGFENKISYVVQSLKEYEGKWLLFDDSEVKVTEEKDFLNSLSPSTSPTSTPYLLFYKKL
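USP1/UAF1 complex (1 nM) preincubated 15 min at room temperature with compound, then Ub-Rho substrate (150 nM final) added. Kinetic fluorescence at 480/540 nm over 6 reads at 60 s intervals; 50 mM HEPES pH 7.8, 0.5 mM EDTA, 0.1 mg/ml BSA, 1 mM TCEP, 0.01% Tween-20.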
TRHR PAM – TRH receptor (human) allosteric enhancement. P34981. TRHR cells, fluo-8 calcium fluorescence, EC20 TRH enhancement. enhancement, % at 2 µM. 360,000 tested, 0.66% active. AID 493056; in the data active = enhancement above about 30%; note: 0% is about no effect
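TRHR-expressing cells loaded with fluo-8 calcium dye were read kinetically (ex 480/em 530) during compound addition, then stimulated with an EC20 of TRH (10 nM final). Enhancement of the Gq-mediated intracellular calcium response was scored.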
TrxR1 substrate – is turned over as a substrate by rat TrxR1; O89049; purified TrxR1 substrate turnover, NADPH consumption readout; Potency, µM (series often up to 114 µM), for inactives: top-dose activity change, negative = substrate turnover; 390,000 tested, 0.01% active; note: potency is the fitted concentration of half-maximal effect; % is set by controls: 0 for no effect and ±100 for the full control effect; nearly all actives have a fitted effect of over 50% in size
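Rat TrxR1, dispensed at 90 nM, was prereduced with 400 uM NADPH (final) for 5 min at ~22 deg C, then incubated with compound 15 min before 400 uM selenite. A first-read NADPH fluorescence drop versus no-compound background flagged substrates.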
* marks the source's active call; other numbers are inactive results; u = inconclusive; x = no result given; ! = repeats disagree; [ ] = another dose, or the depositor's remark. Unless noted, calls come from the whole dose curve; as a rule, active = well fitted inhibition curve with a large enough effect; inconclusive = small, poorly fitted or top-dose-only effect; inactive = no such curve, though single readings can be large or run the other way. Some of the compounds tested; the hit share may differ from the screen's.

Structure | mIDH1 inhibitor | TRHR ag | D2 ag | D2 antagonist | TrxR1 inh | Pin1 inh | USP1 inh | TRHR PAM | TrxR1 substrate
Cc1cc(Cl)ccc1OCCCC(=O)N1CCN(C(=O)c2ccco2)CC1 | -3% | 0.0 | 0.4 | 3 | 28µM* | 5% | 6% | 10 | -1%[57.1 µM]
Cc1cccc(OCCOC(=O)c2ccc(F)c(S(=O)(=O)N3CCOCC3)c2)c1 | 19% | 0.6 | 0.9 | 7 | 14% | -1% | -14% | 0 | 4%
COc1ccc(NC(=O)C(Cc2ccccc2)NS(=O)(=O)c2ccc3c(c2)oc(=O)n3C)c(OC)c1 (centres undefined) | -14% | -0.3 | 0.8 | x | 7% | u | -8% | 5 | 3%
CC(=O)Oc1ccc(C(=O)Nc2nnc(C)s2)cc1 | -3% | 0.3 | -0.8 | -11 | 1% | 0% | -20% | -5 | -3%
CN(Cc1ccccc1)C(=O)COc1ccc(-c2nnco2)cc1 | -6% | -0.2 | -0.2 | 13 | -5% | 3% | -11% | 0 | -4%
CCC(Sc1nc2ccccc2c2nc(CCc3c(C)n[nH]c3C)nn12)C(=O)Nc1ccc(OC)cc1 (centres undefined) | -7% | -0.1 | 0.3 | x | 14%[57.1 µM] | 5% | -23% | -4 | 0%[57.1 µM]
CCOc1ccc(CNC(=S)N/N=C/c2cccnc2)cc1 | -8% | -0.5 | -0.4 | 8 | 1% | 2% | -17% | -3 | -2%
COc1ccc(NC(=O)Cn2c(=O)n(Cc3ccc(C(=O)NCc4ccccc4Cl)cc3)c(=O)c3ccccc32)cc1OC | 9% | 1.1 | 1.8 | x | 12% | 43%[activator] | -26% | 4 | 3%
Cc1cc2oc(=O)cc(CN3CCC(C)CC3)c2cc1Cl | 4% | 0.2 | -1.3 | -5 | -16% | 0% | -22% | 30* | -4%
O=C(Nc1ccn(Cc2ccccc2)n1)c1cccc(F)c1 | 0% | -0.3 | -1.5 | 16 | 24% | 0% | -4% | -8 | 7%
NS(=O)(=O)c1cccc(NC(=O)COC(=O)CN2C(=O)c3ccccc3C2=O)c1 | 1% | 0.1 | 0.7 | 0 | 10% | -2% | 2% | 7 | 5%
COc1ccc(C(=O)Nc2nc(-c3ccc(OC)cc3)c(-c3ccc([N+](=O)[O-])cc3)s2)cc1 | 1% | 2.2 | 3.1 | 13 | -2% | -11% | u | -3 | -10%
Cc1cccc(NC(=O)CCNC(=O)c2ccccc2Cl)n1 | -9% | 0.0 | 0.0 | 11 | -4% | -10% | -14% | 2 | -4%
C/C(=N\NC(=O)CNC(=O)C(c1ccccc1)c1ccccc1)c1ccc(C)cc1 | x | 1.3 | 1.5 | -13 | x | x | x | 6 | x
COc1ccc(CNC(=O)Nc2ccc(C)c(C)c2)cc1 | -4% | -1.3 | -1.9 | -11 | 17% | 1% | -14% | -1 | -4%
Cc1cc2oc3c(c(=O)c2cc1C)C(c1cccc(Br)c1)N(Cc1ccco1)C3=O (centres undefined) | -2% | 0.2 | 0.5 | -13 | 0% | -3% | -12% | 4 | 2%
Cc1cccc(NCC(O)Cn2cnc3c2c(=O)n(C)c(=O)n3C)c1 (centres undefined) | 10% | 0.4 | -0.3 | -3 | -6% | -5% | -16% | 4 | 2%
COC(=O)[C@@]1(Cc2ccccc2)[C@H]2C(=O)N(C)C(=O)[C@H]2[C@H]2CN=C(SCc3ccc(Cl)cc3)N21 | 2%[38.3 µM] | x | x | x | -3% | 8% | -28% | x | 2%
CC(C)C(NS(=O)(=O)c1ccc2c(c1)oc(=O)n2C)C(=O)N1CCN(c2ccccc2F)CC1 (centres undefined) | -5% | -0.6 | -1.5 | 16 | 15% | -6% | u | -6 | 0%
CC1=C(/C=C/C(C)=C/C=C/C(C)=C/C(=O)O)C(C)(C)CCC1 | -8% | 0.3 | 1.9 | -12 | 25µM*! | -5% | 14% | 4 | 8%[57.1 µM]
O=C(CCC1CCCCC1)NCc1cccnc1 | -3% | 0.5 | 0.0 | -3 | 16% | -6% | -18% | 4 | 8%
CC1CCC/C(=C\Nc2ccccc2C(=O)O)C1=O (centres undefined) | 1% | 0.1 | 0.1 | -8 | -11% | -11% | -18% | -7 | 30%
O=C(Nc1ccc(Br)cc1)c1cccnc1N1CCOCC1 | 1% | 0.9 | 0.9 | -1 | -6% | -4% | -7% | 6 | -8%
CCOc1ccc(NS(=O)(=O)c2ccc(NC(=S)NC(C)=O)cc2)cc1 | -10% | 5.4 | -0.4 | -3 | u | -16% | -6% | -6 | -11%
CCCC(C(=O)NC(C)(C)C)N(CC1CCCO1)C(=O)CNS(=O)(=O)c1ccc(F)cc1 (centres undefined) | 5% | 0.0 | -0.4 | -2 | 13% | 1% | -10% | -6 | 6%
c1ccc(CSc2nnc(-c3ccco3)c(-c3ccco3)n2)cc1 | 3% | -0.9 | 0.3 | -1 | 2.5µM* | u | u | 2 | 3%
COc1ccc(/C=N/NC(=O)CC(=O)N/N=C/c2ccc(OC)cc2)cc1 | 0% | -0.5 | 1.5 | -3 | 30% | 94%[activator] | -10% | -13 | 3%
CCOC(=O)/C(C(C)=O)=C1\OC(=O)c2ccccc21 | 3% | 0.3 | -1.3 | -1 | u | -2% | -3% | 5 | -5%
CCCc1cc(=O)oc2cc(C)cc(OCC(=O)NC3CCN(Cc4ccccc4)CC3)c12 | -2% | -0.3 | -0.1 | -14 | 28% | 7% | 2% | -5 | 37%[activator]
CCOC(=O)/C(C#N)=C/c1cc2ccccc2nc1N1CCCCC1 | 7% | 1.5 | 1.0 | 1 | 9% | u | -13% | -2 | -8%

| SMILES | mIDH1 inhibitor | TRHR ag | D2 ag | D2 antagonist | TrxR1 inh | Pin1 inh | USP1 inh | TRHR PAM | TrxR1 substrate |
| --- | --- | --- | --- | --- | --- | --- | --- | --- | --- |
| Clc1cccc(Cl)c1CSc1nnc(/C=C/c2ccccc2)o1 | 6% | 2.2 | 0.0 | 7 | 24%[57.1 µM] | 6% | -7% | -3 | 9%[57.1 µM] |
| CCC(=O)N1CCc2cc(Br)cc(S(=O)(=O)CCC(=O)NCCc3cccc(C)c3)c21 | -7% | -1.2 | 1.5 | x | 16%[57.1 µM] | u | -20% | 1 | -6%[57.1 µM] |
| O=C(NCCc1ccccc1)C1CCC(CNS(=O)(=O)c2cccs2)CC1 (centres undefined) | 2% | 1.1 | 0.4 | 7 | 21% | 6% | -12% | 2 | 4% |
| COc1ccc(CCC(C)NCc2ccccc2OC)cc1 (centres undefined) | -5% | 0.4 | 0.6 | -16 | 13% | 5% | -8% | -1 | 0% |
| COCCNC(=O)NC(=O)COC(=O)c1ccc2[nH]c3c(c2c1)CCCC3 | -6% | 0.2 | -1.1 | -8 | 9%[57.1 µM] | -1% | -3% | -2 | 3%[57.1 µM] |
| O=C(O)c1ccc(COCC(F)(F)C(F)F)o1 | 5% | 0.8 | 0.1 | 3 | -10% | -12% | -13% | 11 | 7% |
| O=C(N/N=C/c1c(F)c(F)c(F)c(F)c1F)c1ccc(Cn2cc(Br)cn2)o1 | -3% | -0.2 | -7.0 | -18 | -2% | 37%[activator] | -2% | 7 | -6% |
| Cc1nn(CCCC(=O)N2CCc3ccccc3C2)c(=O)c2cc3sccc3n12 | -5% | -0.2 | -1.7 | -12 | 28%[57.1 µM] | 1% | -4% | 1 | 9%[57.1 µM] |
| CCc1sc(C(=O)Nc2ccc3c(c2)OCO3)cc1C | 13% | x | x | x | 1% | u | -8% | x | -4% |
| Cc1nccn1-c1ncnc2sc3c(c12)CCCC3 | -6% | 0.1 | -0.4 | -11 | 9% | -10% | 4% | -3 | 2% |
| O=C(CNS(=O)(=O)c1cccc(F)c1)OCC(=O)N1CCCC1=O | -8% | 6.7 | x | x | 26% | 4% | -9% | -2 | 6% |
| O=C(Cc1ccc(F)cc1)N[C@@H]1c2ccccc2CC[C@@H]1O | 28% | x | x | x | 7% | -7% | -22% | x | 1% |
| COC(=O)C1=NNC(C(=O)c2ccco2)C1c1ccccc1 (centres undefined) | 9% | -0.9 | 0.3 | -7 | u | 7% | -25% | 9 | -3% |
| O=[N+]([O-])c1ccc(N2CCNCC2)cc1Sc1nc2ccccc2[nH]1 | 8% | 0.6 | x | x | 31% | 1% | -4% | 1 | 13% |
| CCCCn1c(N)c(N(CCC(C)C)C(=O)C2CSC3(C)CCC(=O)N23)c(=O)[nH]c1=O (centres undefined) | 5% | 0.4 | -0.2 | 0 | -7%[57.1 µM] | 10% | -1% | 6 | 5% |

| SMILES | mIDH1 inhibitor | TRHR ag | D2 ag | D2 antagonist | TrxR1 inh | Pin1 inh | USP1 inh | TRHR PAM | TrxR1 substrate |
| --- | --- | --- | --- | --- | --- | --- | --- | --- | --- |
| CN(C)C=Nc1nonc1-c1ncn[nH]1 | 9% | -0.1 | -0.3 | 2 | 11%[57.1 µM] | -1% | -12% | 0 | 6%[57.1 µM] |
| O=C(NCCOC(=O)c1ccccc1)c1ccccc1 | 0% | 0.1 | 0.6 | 17 | 14% | 7% | -12% | 7 | -3% |
| COc1cc2c(cc1NC(=O)c1cccc([N+](=O)[O-])c1C)oc1ccccc12 | -1% | 0.9 | 0.1 | 10 | 3% | 10% | -12% | -1 | -8% |
| Cc1ccc(S(=O)(=O)Cn2nnnc2CN(Cc2ccco2)Cc2cccs2)cc1 | 0% | -0.1 | x | x | -1%[57.1 µM] | 19% | -8% | -2 | 8%[57.1 µM] |
